From PubChem BioAssay
mIAP activ: increases mouse intestinal alkaline phosphatase activity. muIAP, CDP-Star luminescence, 30 min; hits give high values; 1 = vehicle-only enzyme signal, 0 = enzyme-free wells. activation factor at 10 µM. actives 0.24% (n = 330,000);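 active = activation factor of at least 2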; also: the source names both 10 and 20 µM as test concentration; values of inactives mirror those of a sister screen read the other way
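Assay system: mouse IAP enzyme; reagent: chemiluminescent substrate CDP-Star; dosing: test compounds delivered from DMSO solution; schedule: 30 min at room temperature; measured by: luminescence from enzymatic CDP-Star hydrolysis; controls: DMSO-only wells and no-enzyme negative control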
mIAP inh: mouse IAP inhibition | actives 0.2% (n = 330,000) | inhibition, % at 10 µM | purified mouse IAP, CDP-Star luminescence, 30 min;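 active = inhibition of at least 40% at 10 µM in the primary screen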;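 also: plate controls were DMSO with enzyme for no effect and no enzyme wells for full effect; values of inactives mirror those of a sister screen read the other way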
hIAP inh: human IAP inhibition. AID 2544. purified IAP, CDP-Star luminescence, 30 min. inhibition, % at 10 µM. actives 0.12% (n = 330,000);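 active = inhibition reaching a set limit with compound at 10 µM in the primary screen, cut at about 35% in these data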;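 also: plate controls were DMSO wells with enzyme for no effect and no-enzyme buffer wells for full effect; values of inactives mirror those of a sister screen read the other way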
Target sequence (P09923 whole entry, looked up): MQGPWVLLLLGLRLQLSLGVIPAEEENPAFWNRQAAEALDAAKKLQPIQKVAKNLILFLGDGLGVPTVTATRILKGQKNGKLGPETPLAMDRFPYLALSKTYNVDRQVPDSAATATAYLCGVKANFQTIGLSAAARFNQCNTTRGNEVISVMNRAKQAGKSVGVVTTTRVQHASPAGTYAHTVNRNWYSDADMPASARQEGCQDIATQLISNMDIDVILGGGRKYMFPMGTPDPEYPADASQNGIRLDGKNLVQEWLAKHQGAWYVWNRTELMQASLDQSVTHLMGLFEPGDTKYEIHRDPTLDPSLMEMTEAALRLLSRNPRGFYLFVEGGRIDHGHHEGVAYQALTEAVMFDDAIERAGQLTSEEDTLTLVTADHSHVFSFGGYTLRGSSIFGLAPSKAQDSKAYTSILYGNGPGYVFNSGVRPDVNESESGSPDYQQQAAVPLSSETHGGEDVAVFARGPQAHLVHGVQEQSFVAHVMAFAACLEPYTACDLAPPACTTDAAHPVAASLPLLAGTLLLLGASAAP
tim10-1 inh: inhibits growth of tim10-1 mutant yeast; S. cerevisiae tim10-1 ts strain growth, BacTiter-Glo, 24 h; inhibition, % at 20 µM; actives 2.2% (n = 330,000); AID 463190;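 active = inhibition of at least 40%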;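 also: mutant grown at 25 °C; 0% = DMSO wells with yeast and 100% = wells holding no yeast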
TIM10 inh: growth inhibitors of TIM10 yeast strain; AID 463195; inhibition, % at 10 µM; S. cerevisiae TIM10 strain growth, BacTiter-Glo luminescence, 24 h; actives 1.4% (n = 330,000);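 active = inhibition of 40% or more at the single tested concentration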;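 also: wild-type TIM10 isogenic control strain grown at permissive 25 °C; 0% = DMSO yeast wells and 100% = minimal medium wells without yeast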
ATG4B inh: ATG4B (human) cysteine protease inhibition; ATG4B cleavage of LC3-PLA2, NBD-HPC fluorescence, 1 h; actives 0.51% (n = 340,000); inhibition, % at 8.33 µM; AID 504462; in the data active = inhibition above about 40%
Target sequence (Q9Y4P1 whole entry, looked up): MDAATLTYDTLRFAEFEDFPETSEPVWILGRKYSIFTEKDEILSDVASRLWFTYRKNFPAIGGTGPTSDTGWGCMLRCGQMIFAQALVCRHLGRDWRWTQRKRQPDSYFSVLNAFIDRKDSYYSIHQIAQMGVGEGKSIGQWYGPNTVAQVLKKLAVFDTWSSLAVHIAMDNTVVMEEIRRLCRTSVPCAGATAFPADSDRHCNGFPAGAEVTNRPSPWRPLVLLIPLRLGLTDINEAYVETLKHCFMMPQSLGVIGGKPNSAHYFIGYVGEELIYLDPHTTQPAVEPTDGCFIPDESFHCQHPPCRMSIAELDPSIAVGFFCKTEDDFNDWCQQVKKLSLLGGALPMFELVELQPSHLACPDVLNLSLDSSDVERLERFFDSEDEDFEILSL
Apaf1 inhib: human Apaf-1 inhibition; O14727; actives 0.71% (n = 330,000); reconstituted apoptosome caspase-3 activity, DEVD-Rh110 fluorescence; inhibition, % at 20 µM; active = inhibition of at least 40% at 20 µM;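 also: plate controls were DMSO wells for no effect and DEVD-CHO caspase inhibitor wells for full effect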
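Material: reconstituted apoptosome with Apaf-1, cytochrome c, caspase-9, procaspase-3, dATP. Technique: Rh110 fluorescence intensity. Buffer or medium: pH 7.5 Hepes buffer with CHAPS, BSA, DTT. Times: 30 min plus 50 min, RT.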
NLRP3 yeast inh: blocks the NALP3 inflammasome reconstituted in yeast; Yeast reconstituted NLRP3/ASC/caspase-1, beta-gal luminescence, 24 h; inhibition, % at 10 µM; actives 0.39% (n = 330,000); AID 2825;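 active = inhibition of 50% or more; inactive = inhibition below 50%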;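 also: plate controls were induced DMSO wells for no effect and uninduced yeast grown without galactose for full effect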
hIAP act: increases human intestinal alkaline phosphatase activity | P09923 | purified human IAP, CDP-Star luminescence, 30 min; hits give high values; 1 = vehicle-only enzyme, 0 = enzyme-free background | activation factor at 10 µM | actives 0.16% (n = 330,000) | AID 2524;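 active = activation factor of the enzyme at least 2-fold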; also: the source names both 10 and 20 µM as test concentration; values of inactives mirror those of a sister screen read the other way
Starred values were filed as active, the others as inactive; x = no result given; & = joins results of further samples.

SMILES	mIAP activ	mIAP inh	hIAP inh	tim10-1 inh	TIM10 inh	ATG4B inh	Apaf1 inhib	NLRP3 yeast inh	hIAP act
CCS(=O)(=O)c1ccc(O)c(NC(=O)c2ccc(S(=O)(=O)N3CCCCCC3)cc2)c1	1	-4	-19	-4	4	-5	4	11	1.2
COc1ccc(C2C(C#N)=C(N)OC3=C2C(=O)CC(C)(C)C3)cc1Cn1cc([N+](=O)[O-])cn1 (centres undefined)	1	-2	5	18	8	-9	13	13	0.95
O=C(c1ccccc1-c1ncc[nH]1)N1CCc2c([nH]c3ccccc23)C1c1ccccn1 (centres undefined)	1.1	-6	5	24	21	-8	6	8	0.95
CCOc1ccc(-c2c(C(=O)N/N=C(\C)c3cccnc3)nnn2-c2nonc2N)cc1	0.99	1	-12	-14	-25	3	-5	7	1.1
COc1cccc(OC)c1C(=O)NCCSC1CCCCC1	1	-2	-20	-7	9	-5	1	18	1.2
Cc1ccc(NC(=O)C2CCC(CNc3c(N4CCC(C)CC4)c(=O)c3=O)CC2)cc1F (centres undefined)	1.3	-30	-10	3	-14	-4	15	1	1.1
Cc1cc(C)c(S(=O)(=O)N(CC(=O)N2CCOCC2)C2CCCCC2)c(C)c1	0.97	3	12	29	35	-12	8	6	0.88
O=C(Nc1ccc(CN2CCCCC2)cc1)c1ccc(Br)o1	1	-2	7	1	6	-1	4	8	0.93
COc1cccc2c1-c1c(C(=O)O)cccc1C2=O	0.96	4	-8	2	-4	-5	2	17	1.1
O=C(CSc1ccc(Br)cc1)Nc1ccc(N2CCOCC2)cc1	1	-3	0	6	5	-3	0	11	0.99
NS(=O)(=O)c1ccc(NC(=O)/C=C/c2cccs2)cc1	0.8	20	-2	2	-15	8	-16	12	1
CCOC(=O)N1CCC(NC(=O)C2CCN(S(=O)(=O)c3ccc4c(c3)oc(=O)n4C)CC2)CC1	0.99	1	0	-5	-3	-2	-9	15	1
CC(C)NC(=O)N(C)C[C@H]1Oc2ccc(NC(=O)C3CCCCC3)cc2C(=O)N([C@H](C)CO)C[C@@H]1C	1.1	-13	8	-7	-7	-1	14	-5	0.92
COc1ccccc1N1CCN(C(=O)NC23CC4CC(CC(C4)C2)C3)CC1	0.91	9	24	32	35	-12	-11	-14	0.76
Cc1cccc(NC(=O)N2CCN(Cc3ccccc3)CC2)c1	1.1	-8	6	6	3	-15	-7	14	0.94
COc1ccc(C(=O)Nc2cc(C)on2)cc1S(=O)(=O)N1CC(c2ccccc2)CC1=O (centres undefined)	1.1	-5	-3	-18	-7	1	6	-2	1
COc1ccnc2c1c(=O)n(Cc1cccc(F)c1)c(=O)n2C	0.91	9	-7	36	-9	-11	5	17	1.1
O=C(NCc1ccccc1)c1ccccc1CO	1.1	-8	8	2	0	-4	-4	-6	0.92
COc1cccc(-c2nc(-c3ccccc3)c(-c3ccccc3)[nH]2)c1OCC(=O)O	0.89	12	4	2	3	-1	10	-7	0.96
CCCCCOc1ccc(NC2=CC(=O)CCC2)cc1	0.95	5	-4	21	-15	-5	2	26	1
CC(=O)[C@@H]1[C@@H]2C(=O)N(c3ccccc3F)C(=O)[C@@H]2[C@H]2c3ccccc3C=NN12	0.98	2	-2	-37	-12	-6	0	28	1
CCOC(=O)c1[nH]c(CSc2nnc(-c3ccc(OC)cc3)o2)c(C(=O)OCC)c1C	0.88	12	9	14	16	-5	1	9	0.91
O=C(Cn1cc(C(F)(F)F)cc(Cl)c1=O)Nc1cc(Cl)cc(Cl)c1	0.98	2	-3	-26	16	-9	-12	11	1
COc1cc(CNCCc2c[nH]c3ccccc23)ccc1OCc1ccccc1F	1.1	-8	-23	23	12	-7	17	19	1.2
CCCCOc1ccc(C(=O)CCN2CCCCC2)cc1	1	-3	3	47*	4	0	11	37	0.97
Nc1cc(N2CCCCC2)c([N+](=O)[O-])cc1Cl	0.98	2	13	-4	-10	9	-5	51*	0.87
CCOc1ncccc1C(=O)N1CCN(Cc2ccc3c(c2)OCO3)CC1	1.1	-7	-2	-12	-12	-8	2	13	1
CN1CCN(C(=O)c2ccc(-c3cccs3)s2)CC1	0.94	6	12	-13	-3	-12	-22	6	0.88
O=C(Cc1cccs1)Nc1nnc(SCc2ccc(F)cc2)s1	0.97	3	3	20	16	-12	3	15	0.97
O=C(NC1CCCC1)C(c1ccc(Cl)cc1)N(C(=O)c1csnn1)C1CC1 (centres undefined)	1.1	-5	9	-6	9	2	1	17	0.91
CCOCCCNC(=O)Cn1nc(Cc2ccncc2)c2ccccc2c1=O	1	0	-3	-21	5	1	-7	21	1
COc1ccccc1NC(=S)NC(=O)CCc1ccccc1	0.84	16	12	31	28	2	10	23	0.88
COc1ccccc1CNC(=O)CCNC(=O)C1CCN(S(=O)(=O)c2ccccc2)CC1	0.98	2	-4	7	-1	-2	-7	6	1
CC1(C)C(=S)N(Cc2ccccc2)c2ccccc21	0.95	5	14	3	-14	9	2	10	0.86
Cc1ccc(-c2c[n+]3c(n2-c2ccccc2)CCC3)cc1	1	0	-8	5	10	-2	-11	-9	1.1
O=C(Cn1c[n+](CC(=O)c2ccc([N+](=O)[O-])cc2)cn1)c1ccc([N+](=O)[O-])cc1	0.9&0.79	10&21	9&14	-5&6	-23&-16	0&5	-14&-7	18&15	0.91&0.86
CC1CCC2(CC1)NC(=O)N(Cc1cccc(C(F)(F)F)c1)C2=O (centres undefined)	1	-4	0	19	17	1	11	19	1
COC(=O)c1ccccc1COn1c(=O)c(C)[n+]([O-])c2ccccc21	0.95	5	0	37	-3	-13	11	6	0.99
CCOc1ccccc1NC(=O)c1ccc2c(c1)C(=O)N(CC(C)C)C2=O	0.96	4	24	0	-2	-4	-4	13	0.77
CCc1ccc(C(=O)N2CCC(c3nc4ccccc4s3)CC2)cc1	0.99	1	-3	38	31	13	26	2	1

4 compounds out of the list, ordered by formula weight, falling.
SMILES	mIAP activ	mIAP inh	hIAP inh	tim10-1 inh	TIM10 inh	ATG4B inh	Apaf1 inhib	NLRP3 yeast inh	hIAP act
CCOC(=O)c1[nH]c(CSc2nnc(-c3ccc(OC)cc3)o2)c(C(=O)OCC)c1C	0.88	12	9	14	16	-5	1	9	0.91
O=C(NC1CCCC1)C(c1ccc(Cl)cc1)N(C(=O)c1csnn1)C1CC1 (centres undefined)	1.1	-5	9	-6	9	2	1	17	0.91
CCOCCCNC(=O)Cn1nc(Cc2ccncc2)c2ccccc2c1=O	1	0	-3	-21	5	1	-7	21	1
COC(=O)c1ccccc1COn1c(=O)c(C)[n+]([O-])c2ccccc21	0.95	5	0	37	-3	-13	11	6	0.99

Later entries:
SMILES	mIAP activ	mIAP inh	hIAP inh	tim10-1 inh	TIM10 inh	ATG4B inh	Apaf1 inhib	NLRP3 yeast inh	hIAP act
CCOC(=O)C1C(=O)C=C(c2ccc(C)cc2)CC1c1ccco1 (centres undefined)	0.85	15	12	22	-8	-10	24	32	0.88
CCN(CC)c1ccc(NC(=O)C2CC3CCC2C3)cc1 (centres undefined)	1.1	-9	1	20	-7	1	16	44	0.99
Cc1cc(C)c(/C([O-])=C(/C(=S)Nc2ccc(SC(F)F)cc2)[n+]2ccccc2)cc1C	0.94	6	-13	23	14	3	15	16	1.1
COc1ccc(C)cc1NC(=O)COC(C)=O	0.98	2	8	18	-1	7	-4	-18	0.92
Cc1ccccc1NC(=O)CSc1nc2[nH]c(=O)cc(O)c2s1	0.9	10	-8	0	-4	-1	-9	36	1.1
O=C1N=c2ccccc2=C1c1[nH]c(=S)[nH]c1O	0.99	1	22	13	6	-2	-7	12	0.78
Cc1ccc(NC(=O)c2ccc(Cl)c(S(=O)(=O)NCc3ccco3)c2)c(O)c1	0.85	15	2	0	7	-5	-2	15	0.98
CCOC(=O)c1ccc(NC(=O)N2C3CCCC2CC(NC(C)=O)C3)cc1 (centres undefined)	0.79	21	-26	9	-1	-3	1	11	1.3
Cc1cc(C)n(-c2ccc(Cl)c(C(=O)O)n2)n1	0.96	4	-29	12	3	-6	2	-19	1.3
COc1ccc(C(=O)Nc2ccccc2NC(=O)c2ccc(OC)cc2)cc1	0.96	4	-1	-10	8	-10	0	-7	1
Cc1cc(=O)oc2c1c(C(F)(F)F)nn2-c1ccccc1	1.1	-9	-12	26	25	9	6	-42	1.1
CNCCCOc1cc(C)cc(C)c1C	0.94	6	-7	3	2	8	4	13	1.1
CC1CCN(S(=O)(=O)c2cc([N+](=O)[O-])ccc2Cl)CC1	1	-1	-24	30	5	13	-1	-3	1.2
CN(C)c1ccc2c3c(cccc13)C(=O)N(c1ccccc1)C2=O	1	-2	-15	3	-12	x	-1	-2	1.2
COc1ccccc1-c1nc(S(=O)(=O)c2ccccc2)c(N2CCCCC2)o1	1	-4	12	32	34	9	8	-1	0.88
CCN(CC)C(=O)CSc1nc(-c2ccco2)cc(C(F)(F)F)c1C#N	0.84	16	-8	13	0	-8	22	7	1.1
C=C(C)COc1ccc(-c2n[nH]c(C)c2-c2ccccc2)c(O)c1	1	-1	-64	-5	46*	17	14	14	1.6
CC(=O)COc1cc(C)cc2oc(=O)cc(-c3ccccc3)c12	0.92	8	9	13	-7	-9	3	23	0.91
O=C(Nc1ccccc1N1CCN(C(=O)c2ccc(Cl)cc2)CC1)c1ccc([N+](=O)[O-])o1	0.93	7	-2	44*	11	-4	17	27	1
COC(=O)CNC(=O)COC(=O)c1ccc(OC)c([N+](=O)[O-])c1	1.1	-7	6	-10	-18	-3	-1	-17	0.94
COCCN(C(=O)COC(=O)CSc1ccc2ccccc2c1)c1c(N)n(Cc2ccccc2)c(=O)[nH]c1=O	0.98	2	-5	3	0	-16	9	-1	1.1
Cc1cc(C)cc(NC(=O)c2ccc(S(=O)(=O)N(C)CC3CCCO3)cc2)c1 (centres undefined)	0.91	9	19	14	2	-4	2	23	0.81
Cc1cc(C)c(-n2nnnc2SCC(=O)c2cccs2)c(C)c1	0.95	5	17	8	14	35	4	14	0.83
Cc1ccc(C)c(N2CCN(C(=O)CCc3nc(-c4cccc(Cl)c4)no3)CC2)c1	1	-5	x	10	12	-1	15	x	x
COc1ccc2nc(N3C(=O)C(O)=C(C(=O)c4ccco4)C3c3ccc(C)o3)sc2c1 (centres undefined)	0.91	9	4	7	-8	2	-3	32	0.96
O=C(Nc1ccc(CN2CCOCC2)cc1)c1ccc2ccccc2c1	1.1	-6	-23	-20	-46	-8	3	18	1.2
CCOC(=O)c1cnn(C)c1NC(=O)c1ccc(Cl)cc1Cl	1	-1	-14	26	-2	-5	8	-20	1.1
Cc1ccc([N+](=O)[O-])cc1S(=O)(=O)Nc1cccc(S(=O)(=O)NC2=NCCC2)c1	1	-2	-2	-9	-9	6	-1	11	1
CCC(=O)c1ccc(Oc2ccc(C(=O)c3ccc(C)cc3)cc2[N+](=O)[O-])cc1	0.86	14	13	6	13	-1	12	8	0.87
CC1C(=O)N2CCCc3cc(NC(=O)C(=O)NCCN4CCOCC4)cc1c32 (centres undefined)	0.98	2	-11	-5	2	-5	4	14	1.1
CCN1CCCC(OC(=O)C(c2ccccc2)c2ccccc2)C1 (centres undefined)	1	-4	6	4	2	-1	-6	15	0.94
COc1ccc(NC(=S)Nc2ncccc2C)c(OC)c1	0.88	12	0	33	16	-1	0	27	1
CNC(=O)c1c(NC(=O)CCS(=O)(=O)c2ccccc2)sc2c1CCN(C(=O)OC)C2	1	-2	-4	-15	-8	1	4	8	1
CCOC(=O)c1cc2sc(C)cc2n1CC(=O)NCc1ccc(F)cc1	1.1	-9	-7	11	21	-9	15	10	1.1
